Bioassay records as filed in PubChem BioAssay.
zVAD death inh – inhibitors of zVAD-triggered necroptosis, primary screen, L929 cells | L929 zVAD necroptosis rescue, ATP luminescence, 24 h; with zVAD 60 µM | viability rescue, % at 10 µM | 220,000 compounds, 0.38% hits | AID 1377, 2008;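 active means activation, scaled between plate controls, above about 75%, limit read from the data; inactive means activation under that limit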;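 further: 0% = zVAD with DMSO and 100% = DMSO alone without zVAD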
EP2 antag – human EP2 receptor antagonists, primary screen, TR-FRET cAMP, C6 glioma cells; C6 glioma cells expressing human EP2; cells stimulated with saturating PGE2; inhibition, % at 25 µM; 260,000 compounds, 0.52% hits; AID 1422, 2008;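 active means percent inhibition above 40 after rounding to a whole number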;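 further: rat C6 glioma host cells with rolipram phosphodiesterase inhibitor present; the protocol text gives 20 µM as final concentration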
Hck-Nef inh – inhibitors of Nef-activated human Hck kinase, primary screen, biochemical, Z-Lyte FRET, 384-well, Hck-YEEI; Tyrosine-protein kinase HCK (Homo sapiens), P08631; Recombinant Hck-YEEI plus Nef, Z-Lyte FRET kinase assay; inhibition, % at 20 µM; 220,000 compounds, 0.68% hits;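 active means Hck-Nef kinase inhibition above about 50%, limit read from the data; inactive means inhibition below that limit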;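 further: 0% = DMSO with Hck plus Nef and 100% = Hck alone without Nef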
PERK inhibitor – block of dimerizer-induced PERK translation repression, primary screen, PERK inhibitor project, CHO PERK-DD cells, SEAP luminescence, HTS | Eukaryotic translation initiation factor 2-alpha kinase 3 (Homo sapiens), Q9NZJ5 | 220,000 compounds, 0.17% hits | inhibition, % at 5.6 µM | CHO PERK-DD fusion, SEAP luminescence translation reporter;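 active means inhibition above the mean inhibition of all tested compounds plus 3 SD, set separately per screening campaign, cut at about 2.9% in these data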;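 further: PERK kinase domain activated by AP20187 dimerizer at 100 nM; 0% = DMSO with dimerizer and 100% = rapamycin at 8.4 µM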
Target sequence (Q9NZJ5 whole entry, looked up, the tested form may be a part): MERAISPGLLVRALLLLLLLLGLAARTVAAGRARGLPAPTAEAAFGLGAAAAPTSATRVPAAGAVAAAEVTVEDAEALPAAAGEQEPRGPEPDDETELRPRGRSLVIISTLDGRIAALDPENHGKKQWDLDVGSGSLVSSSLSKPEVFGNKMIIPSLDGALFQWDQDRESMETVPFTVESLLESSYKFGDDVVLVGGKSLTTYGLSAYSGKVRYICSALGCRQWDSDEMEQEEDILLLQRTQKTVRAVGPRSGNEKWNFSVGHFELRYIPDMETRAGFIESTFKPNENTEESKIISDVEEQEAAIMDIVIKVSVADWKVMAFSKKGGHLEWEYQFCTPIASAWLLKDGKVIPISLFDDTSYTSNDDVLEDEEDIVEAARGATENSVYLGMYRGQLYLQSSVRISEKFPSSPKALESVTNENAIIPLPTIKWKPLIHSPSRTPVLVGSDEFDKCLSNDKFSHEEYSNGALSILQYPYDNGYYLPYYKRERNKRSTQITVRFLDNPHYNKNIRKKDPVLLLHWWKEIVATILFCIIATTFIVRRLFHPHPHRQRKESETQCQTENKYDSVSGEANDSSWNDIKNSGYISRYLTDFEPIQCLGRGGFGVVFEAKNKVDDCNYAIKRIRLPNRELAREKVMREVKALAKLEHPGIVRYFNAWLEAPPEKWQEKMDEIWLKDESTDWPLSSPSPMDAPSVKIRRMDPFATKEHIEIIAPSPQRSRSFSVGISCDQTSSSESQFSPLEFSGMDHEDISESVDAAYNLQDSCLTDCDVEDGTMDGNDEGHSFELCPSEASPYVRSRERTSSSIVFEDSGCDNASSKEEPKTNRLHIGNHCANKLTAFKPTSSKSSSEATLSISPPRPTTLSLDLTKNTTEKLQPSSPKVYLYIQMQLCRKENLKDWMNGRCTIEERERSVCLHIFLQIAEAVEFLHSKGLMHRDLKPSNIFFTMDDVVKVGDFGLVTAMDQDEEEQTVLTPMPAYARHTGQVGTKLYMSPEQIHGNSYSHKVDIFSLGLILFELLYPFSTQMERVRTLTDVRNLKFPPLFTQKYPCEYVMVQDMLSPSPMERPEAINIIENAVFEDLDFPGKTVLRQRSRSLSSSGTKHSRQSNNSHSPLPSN
TNF death inh – inhibitors of TNF-alpha triggered necroptosis, primary screen, cell-based, Jurkat FADD-/-, single concentration. activation (protection from cell death), % at 10 µM. 220,000 compounds, 0.068% hits. Jurkat FADD-/- TNF necroptosis rescue, ATP luminescence, 24 h; 0 = TNF only, 100 = no-TNF cells;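 active means activation, meaning protection from cell death, of at least 50% relative to plate controls; inactive means activation below 50%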;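 further: necroptosis triggered by 40 ng/mL TNF-alpha added together with compound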
RBBP9 inh – human RBBP9 inhibitors, primary screen, biochemical, fluorescence polarization, FP-Rh probe, HTS | Serine hydrolase RBBP9 (Homo sapiens), O75884 | recombinant RBBP9 | inhibition, % at 7.94 µM | 220,000 compounds, 0.2% hits | AID 1515, 2009;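 active means inhibition above the campaign mean of all tested compounds plus 3 SD, cut at about 14% in these data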;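 further: plate controls were DMSO wells with RBBP9 for no effect and wells lacking RBBP9 protein for full effect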
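System: RBBP9 protein / Quantity: 2.5 µM RBBP9 dispensing solution, before mixing / Also added: Serine-hydrolase probe FP-Rh, 375 nM pre-mixing / Dosing: 7.94 µM single dose, 0.794% DMSO / Timing: enzyme-compound preincubation 30 min, then probe labeling 45 min, 25 °C / Signal: FP readout at 525/598 nm / Controls: DMSO-treated enzyme wells and wells lacking RBBP9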
Runt-CBFb FRET – inhibitors of RUNX1 Runt–CBFb binding, primary screen, biochemical, FRET, Cerulean-Runt, Venus-CBFb, uHTS; 220,000 compounds, 0.46% hits; inhibition, % at 20 µM; Runt-related transcription factor 1 (Homo sapiens) + Core-binding factor subunit beta …; Cerulean-Runt/Venus-CBFb FRET ratio 530/480, 1 h;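 active means inhibition over about 50% at 20 µM in the single-dose screen, limit read from the data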;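 further: 0% = DMSO wells and 100% = excess unlabeled CBFb competitor control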
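Assay system: Cerulean-Runt domain / Medium: Tris 50 mM pH 7.5, KCl, K2SO4, 0.01% BSA / Timing: protein complex preformed 1 h, compound exposure 1 h, room temperature, dark / Measured by: FRET, excitation 422 nm, emission at 530 and 480 nm / Evaluation: loss of energy transfer signal / Control set: 5 µM unlabeled CBFb as full-inhibition high control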
EP2 modulator – EP2 receptor modulators, cAMP readout, primary screen, cell-based, HTRF cAMP, PGE2 stimulation; EP2-expressing cells, cAMP HTRF FRET, PGE2 co-stimulation; Prostaglandin E2 receptor EP2 subtype (Homo sapiens), P43116; induction, % at 25 µM; 260,000 compounds, 0.83% hits; AID 940, 2007;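 active means compounds whose cAMP rise, as percent of the full-agonist control response, exceeds 60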;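 further: rat C6 glioma line stably carrying human EP2 under a CMV promoter; the protocol text gives 20 µM as final concentration; 100% = response of wells given 1 µM PGE2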
Runt-SMMHC FRET – inhibitors of RUNX1 Runt–CBFb-SMMHC binding, primary screen, biochemical, FRET, Cerulean-Runt, Venus-CBFb-SMMHC, uHTS; Cerulean-Runt/Venus-CBFb-SMMHC FRET ratio 530/480, 1 h; Runt-related transcription factor 1 (Homo sapiens) + Core-binding factor subunit beta …; AID 1434, 2008; 220,000 compounds, 0.74% hits; inhibition, % at 20 µM;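 active means mean inhibition across duplicate retests at 20 µM reaching about 50%, limit read from the data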;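 further: 0% = DMSO wells and 100% = wells with excess untagged CBFb-SMMHC; inhibitors lower the FRET ratio by blocking Runt binding to CBFb-SMMHC; some results filed as inactive read as strong as hits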
* = called active by the depositor.

Screening CS(=O)(=O)N(CC(=O)N1CCc2ccccc2C1)c1ccc2c(c1)OCO2 returned zVAD death inh -0.7, EP2 antag 6, Hck-Nef inh 11, PERK inhibitor -0.9, TNF death inh 17, RBBP9 inh -8, Runt-CBFb FRET 1, EP2 modulator 2 and Runt-SMMHC FRET -2.
For COc1ccc(NC(=O)Nc2ccc(N3CCCC3=O)cc2)cc1OC the results were zVAD death inh 5.0, EP2 antag 12, Hck-Nef inh -1, PERK inhibitor 0.8, TNF death inh 0.1, RBBP9 inh -3, Runt-CBFb FRET 0, EP2 modulator 1 and Runt-SMMHC FRET 0.
O=S(=O)(/C=C/c1ccccc1)N1CCN(Cc2ccccc2)CC1 was read as zVAD death inh 7.0, EP2 antag 8, Hck-Nef inh 23, PERK inhibitor 0.5, TNF death inh 1.3, RBBP9 inh -5, Runt-CBFb FRET -2, EP2 modulator -74 and Runt-SMMHC FRET 3.
For Cc1c(C(=O)O)oc2ccc(S(=O)(=O)N3CC(C)CC(C)C3)cc12 (stereo unspecified) the results were zVAD death inh 6.3, EP2 antag 11, Hck-Nef inh 1, PERK inhibitor 1.1, TNF death inh 1.2, RBBP9 inh -5, Runt-CBFb FRET 0, EP2 modulator 12 and Runt-SMMHC FRET 0.
For Cc1ccc(C)c(N=Cc2ccc(-c3ccc([N+](=O)[O-])cc3)o2)c1 the results were zVAD death inh -0.4, EP2 antag 4, Hck-Nef inh 22, PERK inhibitor -0.4, TNF death inh 1.8, RBBP9 inh 2, Runt-CBFb FRET -2, EP2 modulator 25 and Runt-SMMHC FRET -5.
Cc1cc(O)c(C(C)C)cc1NC(=O)c1cccc(Cl)c1 was read as zVAD death inh 1.1, EP2 antag 0, Hck-Nef inh 2, PERK inhibitor 0.4, TNF death inh 2.6, RBBP9 inh -6, Runt-CBFb FRET 0, EP2 modulator -14 and Runt-SMMHC FRET 3.
`CC(=O)Nc1ccccc1OC(=O)N1CCOCC1` gave zVAD death inh 0.1, EP2 antag 5, Hck-Nef inh -11, PERK inhibitor 0.7, TNF death inh -0.2, RBBP9 inh -10, Runt-CBFb FRET 2, EP2 modulator 31 and Runt-SMMHC FRET -1.
For COc1ccc(S(=O)(=O)N(CC(=O)NCC2CCCO2)c2ccccc2)cc1OC (stereo unspecified) the results were zVAD death inh -0.2, EP2 antag 12, Hck-Nef inh 2, PERK inhibitor -1.2, TNF death inh -2.8, RBBP9 inh -8, Runt-CBFb FRET 1, EP2 modulator 9 and Runt-SMMHC FRET 1.
`O=C1NC(=Nc2ccc(O)cc2)S/C1=C/c1ccco1` gave zVAD death inh 48, EP2 antag 14, Hck-Nef inh 81*, PERK inhibitor 0.5, TNF death inh -3.0, RBBP9 inh 8, Runt-CBFb FRET 5, EP2 modulator -41 and Runt-SMMHC FRET 2.
Screening CC1CCCC(NC(=O)COC(=O)[C@@H]2CC(O)CN2S(=O)(=O)c2ccc3c(c2)OCCO3)C1C (stereo partly specified) returned zVAD death inh 0.7, EP2 antag 4, Hck-Nef inh 3, PERK inhibitor 0.8, TNF death inh 0.3, RBBP9 inh -4, Runt-CBFb FRET -3, EP2 modulator -3 and Runt-SMMHC FRET 2.
Screening COc1ccc(S(=O)(=O)N2CCC(C(=O)N3CCc4ccccc4C3)CC2)cc1OC returned zVAD death inh 1.6, EP2 antag 4, Hck-Nef inh 2, PERK inhibitor 0.2, TNF death inh 0.0, RBBP9 inh -7, Runt-CBFb FRET 0, EP2 modulator -80 and Runt-SMMHC FRET 4.
`CC(=O)c1c(C)nc2nonc2c1N` gave zVAD death inh 1.6, Hck-Nef inh -1, PERK inhibitor 1.1, TNF death inh 0.2, RBBP9 inh -6, Runt-CBFb FRET -6, EP2 modulator 16 and Runt-SMMHC FRET -78.
For C=CCn1c(C)cc(C(=O)COC(=O)CNC(=O)c2ccccc2)c1C the results were EP2 antag 10, Hck-Nef inh 4, PERK inhibitor 0.3, TNF death inh 0.2, RBBP9 inh -3, Runt-CBFb FRET 0, EP2 modulator 11 and Runt-SMMHC FRET 0.
For COc1ccc(-c2nc3ccccc3s2)cc1NC(C)=O the results were zVAD death inh 1.1, EP2 antag 7, Hck-Nef inh -10, PERK inhibitor 0.7, TNF death inh -1.1, RBBP9 inh -3, Runt-CBFb FRET -1, EP2 modulator -20 and Runt-SMMHC FRET -4.
Clc1ccc(CSc2ncn(-c3ccccc3)n2)cc1 was read as zVAD death inh 0.6, EP2 antag 3, Hck-Nef inh 1, PERK inhibitor 2.0, TNF death inh 0.5, RBBP9 inh -1, Runt-CBFb FRET -3, EP2 modulator -12 and Runt-SMMHC FRET -8.
`O=C(N/N=C/c1cc(O)ccc1[N+](=O)[O-])c1ccc2c(c1)OCCO2` gave zVAD death inh -0.8, EP2 antag 14, Hck-Nef inh 11, PERK inhibitor 0.9, TNF death inh -2.7, RBBP9 inh -6, Runt-CBFb FRET 8, EP2 modulator -34 and Runt-SMMHC FRET -2.
For COc1ccc(OC)c(S(=O)(=O)N2Cc3ccccc3CC2C(=O)O)c1 (stereo unspecified) the results were zVAD death inh 0.2, EP2 antag 4, Hck-Nef inh 4, PERK inhibitor -0.2, TNF death inh 0.4, RBBP9 inh 2, Runt-CBFb FRET 0, EP2 modulator 4 and Runt-SMMHC FRET -2.
`Cc1cc2cc(CNC(=O)c3ccc(Br)o3)ccc2[nH]1` gave zVAD death inh -0.7, EP2 antag 12, Hck-Nef inh 30, TNF death inh -0.3, Runt-CBFb FRET 20, EP2 modulator -9 and Runt-SMMHC FRET -1.
CCOC(=O)/C=C1\SCC(=O)N1CC(=O)NCc1cccc(Cl)c1 was read as zVAD death inh 0.5, EP2 antag 5, Hck-Nef inh 1, PERK inhibitor 0.0, TNF death inh -0.2, RBBP9 inh -11, Runt-CBFb FRET -1, EP2 modulator 13 and Runt-SMMHC FRET -4.
Screening CC(=O)c1ccc(NC(=O)Nc2ncn(Cc3cccc(C)c3)n2)cc1 returned zVAD death inh 0.9, EP2 antag 3, Hck-Nef inh 0, PERK inhibitor -0.1, TNF death inh -0.7, RBBP9 inh -6, Runt-CBFb FRET -3, EP2 modulator -13 and Runt-SMMHC FRET -1.

The closing two compounds of the part above are carried over, then new ones follow.
CCOC(=O)/C=C1\SCC(=O)N1CC(=O)NCc1cccc(Cl)c1 was read as zVAD death inh 0.5, EP2 antag 5, Hck-Nef inh 1, PERK inhibitor 0.0, TNF death inh -0.2, RBBP9 inh -11, Runt-CBFb FRET -1, EP2 modulator 13 and Runt-SMMHC FRET -4.
Screening CC(=O)c1ccc(NC(=O)Nc2ncn(Cc3cccc(C)c3)n2)cc1 returned zVAD death inh 0.9, EP2 antag 3, Hck-Nef inh 0, PERK inhibitor -0.1, TNF death inh -0.7, RBBP9 inh -6, Runt-CBFb FRET -3, EP2 modulator -13 and Runt-SMMHC FRET -1.
Screening CCN(CC)S(=O)(=O)c1ccc2[nH]cc(C(=O)NCCN3CCCCCC3)c(=O)c2c1 returned zVAD death inh 0.1, Hck-Nef inh 1, PERK inhibitor 0.5, TNF death inh -0.5, RBBP9 inh -7, Runt-CBFb FRET -1, EP2 modulator -6 and Runt-SMMHC FRET -3.
Screening COc1ccc(-c2csc(N=C(N)N)n2)cc1 returned zVAD death inh 5.1, EP2 antag 9, Hck-Nef inh -3, PERK inhibitor -0.8, TNF death inh 1.6, RBBP9 inh -13, Runt-CBFb FRET 0, EP2 modulator -39 and Runt-SMMHC FRET 4.
Cc1cccc(Nc2nc(-c3cccs3)cs2)n1 was read as zVAD death inh -1.0, EP2 antag 13, Hck-Nef inh -10, PERK inhibitor 0.1, TNF death inh -3.1, RBBP9 inh -7, Runt-CBFb FRET 2, EP2 modulator -6 and Runt-SMMHC FRET 1.
For COCc1cc(=O)[nH]c(Nc2nc3ccc(C)cc3o2)n1 the results were zVAD death inh 56, EP2 antag 22, Hck-Nef inh 16, PERK inhibitor -1.8, TNF death inh -4.0, RBBP9 inh -4, Runt-CBFb FRET 3, EP2 modulator 22 and Runt-SMMHC FRET 7.
CCN(Cc1ccncc1)C(=O)CCc1nnc(CCc2ccccc2OC)o1 was read as zVAD death inh 0.5, EP2 antag 6, Hck-Nef inh 23, PERK inhibitor -0.7, TNF death inh 0.1, RBBP9 inh -2, Runt-CBFb FRET -1, EP2 modulator 17 and Runt-SMMHC FRET -2.
Cc1oc2ccc(OC(=O)COc3c(F)c(F)c(F)c(F)c3F)cc2c1C(=O)OC(C)C was read as EP2 antag 6, Hck-Nef inh -7, PERK inhibitor 0.1, TNF death inh 0.5, RBBP9 inh -8, Runt-CBFb FRET -3, EP2 modulator 43 and Runt-SMMHC FRET 5.
`CCOC(=O)c1cccc(NC(=O)c2cnc3ccccc3n2)c1` gave zVAD death inh -0.7, EP2 antag 9, Hck-Nef inh 9, PERK inhibitor 0.3, TNF death inh -2.1, RBBP9 inh -9, Runt-CBFb FRET -5, EP2 modulator 1 and Runt-SMMHC FRET 1.
CC(O)Cn1nc([N+](=O)[O-])nc1N (stereo unspecified) was read as zVAD death inh -1.2, EP2 antag 4, Hck-Nef inh 18, PERK inhibitor 0.6, TNF death inh -0.6, RBBP9 inh 2, Runt-CBFb FRET -3, EP2 modulator -15 and Runt-SMMHC FRET 0.
For Cc1sc2ncn(-n3c(C)ccc3C)c(=O)c2c1C the results were zVAD death inh 0.2, EP2 antag 12, Hck-Nef inh 0, PERK inhibitor -0.1, TNF death inh -0.6, RBBP9 inh -4, Runt-CBFb FRET -1, EP2 modulator 14 and Runt-SMMHC FRET -3.
O=C1CS/C(=N/N=C\c2ccn[nH]2)N1 was read as zVAD death inh 1.4, EP2 antag 6, Hck-Nef inh -5, PERK inhibitor 0.5, TNF death inh 2.4, RBBP9 inh -4, Runt-CBFb FRET 4, EP2 modulator -5 and Runt-SMMHC FRET -5.
COc1cccc(-n2cnc3sc(C)c(C)c3c2=O)c1 was read as zVAD death inh 0.1, EP2 antag 3, Hck-Nef inh 1, PERK inhibitor -0.8, TNF death inh 0.5, RBBP9 inh -5, Runt-CBFb FRET -1, EP2 modulator 11 and Runt-SMMHC FRET -6.

This is a subset. The share of hits here may be higher or lower than overall.
